Assay outcomes as filed in PubChem BioAssay.
Lipid droplet: inhibitors of hepatocyte lipid droplet formation, primary screen, imaging, high-throughput imaging, BODIPY stain | AML12 mouse hepatocytes, oleate lipid droplets | inhibition, % at 6.5 µM | 0.4% of 240,000 active | AID 1656, 2009;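 active = lipid droplet intensity inhibited by at least 50%, with more than 500 cells counted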
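Assay system: AML12 mouse liver cells | Compound: 6.5 µM single-point dosing | Schedule: Overnight exposure | Technique: Fluorescence imaging, 20x objective, two fields per well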
T cell HTS: modulators of CD8 T cell-vesicle binding, primary screen, mouse 2C CD8+ T cells, flow cytometry. 2C CD8+ T cell-vesicle binding; stronger effect = lower value. calls only at 7 µM. 0.068% of 330,000 active;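 active = response, share of CD8 T cells binding vesicles, and their 90th percentile fluorescence all below set limits, cut at about 80% in these data, passing the limit was not always enough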
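Incubation: binding step 1.5 h, 37 °C, antibody labelling 20 min, ice; system: murine 2C transgenic CD8+ T lymphocytes; technique: cytometric PE anti-B7-1 and Alexa647 anti-CD8 signals after 1% paraformaldehyde fixation; also added: QL9-charged Drosophila Ld/ICAM-1/B7-1 vesicles; control set: naked versus QL9-loaded vesicles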
Lipid droplet cells 6.5 µM: also measured in Lipid droplet; calls as there; cell count; measured here: cell count, cytotoxicity flag;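 cells counted across two imaged fields per well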
T cell HTS vesicle-bound %: second read-out of T cell HTS, no call of its own (marks repeat the call); double positive events, %; measured here: CD8+ vesicle-bound cell fraction;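 binding gate set so that unloaded-vesicle control wells show 10% double positive cells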
Starred values were filed as active, the others as inactive; i = inactive; . = not tested or not shown. The list is partial. The share of hits here may be higher or lower than overall.

SMILES	Lipid droplet	T cell HTS	T cell HTS vesicle-bound %	others
Cn1cc([N+](=O)[O-])c(C(=O)NC2CCCC2)n1	2.1	.	.	Lipid droplet cells 6.5 µM=904
COc1cccc(CNC(=O)C2CCC(=O)N(C3CC3)C2)c1OC (stereo not drawn)	4.7	.	.	Lipid droplet cells 6.5 µM=682
CC(C)(CNC(=O)c1ccc(Br)o1)CNC(=O)c1ccc(Br)o1	-1.8	.	.	Lipid droplet cells 6.5 µM=803
CCc1ccc(OCc2cccc(C(=O)N/N=C\c3cnn(C)c3C)c2)cc1	-16.0	.	.	Lipid droplet cells 6.5 µM=834
O=C(c1ccc(S(=O)(=O)N2CCCC2)cc1)N1CCN(S(=O)(=O)c2cccc(F)c2)CC1	-13.4	.	.	Lipid droplet cells 6.5 µM=825
CN(CC1CCCN(CCc2cccc(C(F)(F)F)c2)C1)C(=O)c1cc2ccccc2o1 (stereo not drawn)	-0.6	.	.	Lipid droplet cells 6.5 µM=597
COc1ccc(N(C(=O)c2snc(C(N)=O)c2N)C(C(=O)NCc2ccccc2)c2ccc(O)cc2)cc1 (stereo not drawn)	-11.9	.	.	Lipid droplet cells 6.5 µM=721
CCN(CC)S(=O)(=O)c1ccc(C(=O)NCC(=O)NCCCc2ccccc2)cc1	-33.0	.	.	Lipid droplet cells 6.5 µM=824
COc1ccc(/C=N/NC(=O)c2cc3c(ccc4ccccc43)o2)c(OC)c1	-1.9	.	.	Lipid droplet cells 6.5 µM=881
O=C(Nc1cccc(-c2cscn2)c1)C1CCN(Cc2ccccn2)CC1	-4.2	.	.	Lipid droplet cells 6.5 µM=659
Cc1ccccc1-n1ncc2c1CC(C)(C)CC2NC(=O)CCn1cncn1 (stereo not drawn)	-8.0	.	.	Lipid droplet cells 6.5 µM=665
Cc1ccc(C(=O)c2ccccc2C(=O)OCC(=O)N2CCCC2)cc1	.	i	39.8
N#Cc1cc([N+](=O)[O-])ccc1NC(=O)COC(=O)c1cnccn1	.	i	52.4
Cc1ccnc(NC(=O)c2ccc(Cl)c(S(=O)(=O)N3CCCCC3)c2)c1	.	i	3.7
O=C(CSc1ccccc1)Nc1cccc(S(=O)(=O)N2CCCCC2)c1	.	i	45.8
O=C1NC2(CCCCC2)C(=O)N1CC(=O)N1CCc2ccccc21	.	i	44.7
Cc1cc(NC(=O)COC(=O)C2CSC3(C)CCC(=O)N23)ccc1Br (stereo not drawn)	.	i	57.0
CCN(C[C@H]1N[C@@](CC)(C(=O)OC)[C@H]2C(=O)N(C)C(=O)[C@@H]12)S(=O)(=O)c1ccc(C)cc1	.	i	11.6
CCOC(=O)c1ccc(S(=O)(=O)NNc2ccc(C(F)(F)F)cn2)cc1	.	i	31.3
O=C(O)c1cccc(NC(=S)NC(=O)c2cccc(OCc3ccccc3)c2)c1	.	i	26.4
NC(=O)NC(CC(=O)NNC(=O)c1cccs1)c1ccc(Cl)cc1 (stereo not drawn)	.	i	53.9
Cc1cc(C)n(CC(=O)NNC(=O)COc2ccc(Cl)cc2Cl)n1	.	i	43.4
COc1ccc(NC(=O)CN2C(=O)NC3(CCCCC3C)C2=O)cc1S(=O)(=O)N1CCOCC1 (stereo not drawn)	.	i	19.5
COc1cccc(CNC(=O)COC(=O)c2nn(C)c(=O)c3ccccc23)c1	.	i	53.3
CCCNC(=O)C(Cc1ccccc1F)NC(=O)c1ccccn1 (stereo not drawn)	.	i	38.0
O=C(COC(=O)C1COc2ccccc2O1)Nc1ccccc1OC(F)F (stereo not drawn)	.	i	9.5
COc1cc(Cl)c(C)cc1NC(=O)c1ccccc1-n1cnnn1	.	i	32.0
CC(C)C(NC(=O)c1ccc(Cl)c([N+](=O)[O-])c1)C(=O)NCc1ccccn1 (stereo not drawn)	.	i	28.9
COC(=O)[C@]1(Cc2ccccc2)N[C@H](CN(C)C(=O)C2CCCCC2)[C@@H]2C(=O)N(C)C(=O)[C@@H]21	.	i	8.5
O=C(Cc1cccs1)N1CCN(S(=O)(=O)c2ccc(F)c(F)c2)CC1	.	i	28.3

Reprinted at random: 5 entries already listed.
SMILES	Lipid droplet	T cell HTS	T cell HTS vesicle-bound %	others
N#Cc1cc([N+](=O)[O-])ccc1NC(=O)COC(=O)c1cnccn1	.	i	52.4
CCN(CC)S(=O)(=O)c1ccc(C(=O)NCC(=O)NCCCc2ccccc2)cc1	-33.0	.	.	Lipid droplet cells 6.5 µM=824
O=C(Nc1cccc(-c2cscn2)c1)C1CCN(Cc2ccccn2)CC1	-4.2	.	.	Lipid droplet cells 6.5 µM=659
O=C(Cc1cccs1)N1CCN(S(=O)(=O)c2ccc(F)c(F)c2)CC1	.	i	28.3
CCOC(=O)c1ccc(S(=O)(=O)NNc2ccc(C(F)(F)F)cn2)cc1	.	i	31.3

Back to the main list, repeating the 2 entries before the break.
SMILES	Lipid droplet	T cell HTS	T cell HTS vesicle-bound %	others
COC(=O)[C@]1(Cc2ccccc2)N[C@H](CN(C)C(=O)C2CCCCC2)[C@@H]2C(=O)N(C)C(=O)[C@@H]21	.	i	8.5
O=C(Cc1cccs1)N1CCN(S(=O)(=O)c2ccc(F)c(F)c2)CC1	.	i	28.3
CC1CC(=O)Nc2ccccc2N1C(=O)Cn1cnc2ccccc2c1=O (stereo not drawn)	.	i	37.5
COc1ccc(-c2nn(-c3ccccc3)cc2C(=O)Nc2cccc(S(=O)(=O)NC3=NCCC3)c2)cc1	.	i	35.8
CCOC(=O)c1ccc(NC(=S)NCc2ccc(F)cc2)cc1	.	i	23.5
NC(=O)c1ccc(NC(=O)COC(=O)CC23CC4CC(CC(Br)(C4)C2)C3)cc1	.	i	47.1
Cc1ccc(C(NC(=O)c2cccc(S(=O)(=O)N3CCN(C)CC3)c2)c2ccccc2)cc1 (stereo not drawn)	.	i	19.2
CC(C)CCNC(=O)c1c(CSc2ccc(Cl)cc2)noc1C(=O)NCc1ccccc1	.	i	1.5
C[C@@H]1CN([C@@H](C)CO)C(=O)c2cccc(NC(=O)C3CCCCC3)c2O[C@@H]1CN(C)C(=O)NC1CCCCC1	.	i	9.1
Cc1ccc(S(=O)(=O)Nc2c(C)n(C)n(-c3ccccc3)c2=O)cc1C(=O)NCc1ccccc1	.	i	37.6
O=C(COc1ccc(Cl)cc1Br)NC1CC1	.	i	21.0
CCC(C(=O)OC(C)C)c1ccc2ccccc2c1 (stereo not drawn)	.	i	40.3
COc1ccccc1NCCC(=O)OCC(=O)Nc1ccccc1Cl	.	i	56.8
O=S(=O)(NC1CCC(NS(=O)(=O)c2c(F)cccc2F)CC1)c1ccc2c(c1)OCCO2 (stereo not drawn)	.	i	14.1
COC(=O)C(N)CCCCN (stereo not drawn)	.	i	47.1
C=CC[C@H](CC(=O)NCCO)C(=O)NC[C@@H](OC(=O)[C@@H](CC=C)CC(=O)OC(C)(C)C)c1ccccc1	.	i	1.5
Cc1onc(-c2c(F)cccc2Cl)c1C(=O)OCc1nnc(-c2ccccc2)o1	.	i	57.4
CCOC(=O)c1cccc(C2=CC(=O)C[C@H](c3ccc(Cl)cc3)C2)c1	.	i	32.1
O=[N+]([O-])c1ccc(-c2c(-c3ccccc3)ncc3cc(F)ccc23)cc1	.	i	44.1
CCCNC(=O)C1CC2Cn3c(nc4ccccc43)C2N1C (stereo not drawn)	.	i	8.6
OCCCc1nc2ccccc2n1CCCCOc1ccccc1	.	i	41.6
COc1ccccc1N(C)S(=O)(=O)c1ccc(C(=O)NC2CCCCC2)cc1	.	i	44.0
CCCCn1c(N)c(N(C)C(=O)c2c(C)nn(-c3ccccc3)c2C)c(=O)[nH]c1=O	.	i	48.5
Cc1ccc(C(=O)COC(=O)COc2ccccc2O)cc1C	.	i	24.3
CN(Cc1ccco1)C(=O)CN1C(=O)NC2(CCCC2)C1=O	.	i	21.9
Cc1cc(NC(=O)CSc2nnc(-c3ccccc3F)n2N)no1	.	i	42.8
N#Cc1ccsc1NC(=O)C1CCN(C(=O)c2ccc(F)cc2)CC1	.	i	30.7
COc1ccc(CNC(=O)c2cccc(NC(=O)CC3SC(N4CCCCC4)=NC3=O)c2)cc1 (stereo not drawn)	.	i	29.6
O=c1cc(-c2ccc(O)cc2)oc2cc(O)c([C@@H]3O[C@H](CO)[C@@H](O)[C@H](O)[C@H]3O)c(O)c12	.	i	12.2
COc1ccccc1-c1nnc(SCC(=O)Nc2ccc(N3CCOCC3)cc2)n1N	.	i	26.1
O=C(COC(=O)COc1ccc(Cl)cc1)Nc1ccc2c(c1)OCCO2	.	i	51.1
CC1(c2ccc3c(c2)OCCO3)NC(=O)N(CC(=O)Nc2ccccc2)C1=O (stereo not drawn)	.	i	47.9

Four compounds from above, arranged by SMILES length, smallest number first:
SMILES	Lipid droplet	T cell HTS	T cell HTS vesicle-bound %	others
O=C(CSc1ccccc1)Nc1cccc(S(=O)(=O)N2CCCCC2)c1	.	i	45.8
CCc1ccc(OCc2cccc(C(=O)N/N=C\c3cnn(C)c3C)c2)cc1	-16.0	.	.	Lipid droplet cells 6.5 µM=834
COc1ccc(N(C(=O)c2snc(C(N)=O)c2N)C(C(=O)NCc2ccccc2)c2ccc(O)cc2)cc1 (stereo not drawn)	-11.9	.	.	Lipid droplet cells 6.5 µM=721
COC(=O)[C@]1(Cc2ccccc2)N[C@H](CN(C)C(=O)C2CCCCC2)[C@@H]2C(=O)N(C)C(=O)[C@@H]21	.	i	8.5

Later entries.
SMILES	Lipid droplet	T cell HTS	T cell HTS vesicle-bound %	others
CCOc1ccc(NC(=O)CN2CCCC2c2cccs2)cc1S(=O)(=O)N1CCCCC1 (stereo not drawn)	.	i	19.9
O=C(CN1C(=O)NC(Cc2c[nH]c3ccccc23)C1=O)Nc1ccc(Br)cc1F (stereo not drawn)	.	i	32.4
COc1ccc(S(=O)(=O)Nc2cccc3c2O[C@H](CN(C)C(=O)Nc2ccccc2)[C@@H](C)CN([C@H](C)CO)C3=O)cc1	.	i	11.4
CC1CN(S(=O)(=O)c2cccc(C(=O)OCC(=O)N3CCCCCC3)c2)CC(C)O1 (stereo not drawn)	.	i	38.6
N#Cc1ccccc1S(=O)(=O)N1CCN(C(=O)c2cc(=O)[nH]c3ccccc23)CC1	.	i	27.4
CC(=O)c1ccc(OCC(=O)OC(C)C(=O)NC2CCCCC2C)cc1 (stereo not drawn)	.	i	21.0
COc1ccccc1NC(=O)CN(Cc1ccco1)C(=O)c1ccc(N2CCCC2=O)cc1	.	i	36.8
Cc1ccc(NC(=O)COc2ccc3c(c2)OCO3)c(C)c1	.	i	8.5
Cc1cccc(OCC(=O)Oc2ccc(Cl)cc2)c1	.	i	28.8
O=C(CNc1cc(S(=O)(=O)N2CCOCC2)ccc1N1CCOCC1)Nc1cccc(C(F)(F)F)c1	.	i	18.4
CC1CCC(NC(=O)CN2C(=O)NC3(CCCCC3C)C2=O)CC1 (stereo not drawn)	.	i	13.2
Cc1csc(SCC(=O)Nc2ccccc2C)n1	.	i	42.3
CC(OC(=O)c1cccnc1Cl)C(=O)NCc1ccccc1 (stereo not drawn)	.	i	44.1
Nc1nnnn1/N=C/c1cc(Br)ccc1O	.	i	43.5
O=C(COC(=O)c1ccc(F)cc1F)Nc1cccnc1Cl	.	i	42.1
Cc1cc(C)n(-c2ccc(C(=O)NCC(=O)Nc3cc(Cl)ccc3Cl)cc2)n1	.	i	45.4
Cc1nc(CSc2ccc(Br)cc2)cs1	.	i	22.3
CCOC(=O)c1cccc(-c2c(-c3ccccc3)ncc3cc(OC)c(OC)cc23)c1	.	i	37.0
CCN(CC)S(=O)(=O)c1cccc(NC(=O)COC(=O)c2cncc(Br)c2)c1	.	i	33.4
COC(=O)C1=C(C)N(CC2CC2)C(=NCc2cccc(C(F)(F)F)c2)N[C@H]1c1ccccc1	.	i	17.7
COc1ccc(S(=O)(=O)N2CCOCC2)cc1C(=O)NC1CCCCCC1	.	i	48.7
O=C1c2ccccc2/C(=C\c2ccc(Br)s2)N1c1ccccc1	.	i	5.9
C=CC[C@@H](CC(=O)N(CCO)Cc1ccccc1)C(=O)N[C@@H](COC(=O)[C@@H](CC=C)CC(=O)OC(C)(C)C)Cc1c[nH]c2ccccc12	.	i	11.0
c1ccc2c(-c3ccc(OCCN4CCCCC4)cc3)c(-c3ccsc3)sc2c1	.	i	7.8
